# High-throughput results from PubChem BioAssay.
# V1R ag counter: agonists of human V1a receptor, primary screen, counter-screen for OXTR agonist project, fluorescence, CHO-V1R cells; Vasopressin V1a receptor (Homo sapiens), P37288; Fluo-8 calcium fluorescence, agonist mode; 0% DMSO, 100% 3 nM vasopressin; activation, % at 3 µM; 320,000 tested, 0.25% active; AID 2797, 2010;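 active = activation above the mean activation of all tested compounds plus 3 SD, per screening run, cut at about 20% in these data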;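 note: signal is peak over basal fluorescence ratio across a 100 second FLIPR read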
# MEKK2 mut-MEK5: MEK5 binding signal on mutant MEKK2 PB1, primary screen, biochemical, multiplex bead flow cytometry, Alexa488-MEK5. AID 1530, 2009. percent response, % at 10 µM. 290,000 tested, 0.35% active. Alexa488-MEK5 binding to MEKK2 mutant; in the data active = percent response above about 24%, passing the limit was not always enough; note: inactives centre near 1; some results filed as inactive read as strong as hits; reference of the scale not given here
# MEKK2wt PB1 HTS: modulators of MEK5 binding to wildtype MEKK2, primary screen, biochemical, multiplex bead flow cytometry, Alexa488-MEK5. Mitogen-activated protein kinase kinase kinase 2 (Homo sapiens), Q9Y2U5. Alexa488-MEK5 binding to MEKK2 WT; actives lie on both sides. binding response (% of control), % at 10 µM. 290,000 tested, 1.1% active. AID 1531, 2009; in the data active = binding response below about 67% or above about 130%
# NALP1 yeast inh: NALP1 inflammasome inhibitors in reconstituted yeast, colorimetric, S. cerevisiae, triplicate retest | S. cerevisiae NALP1/ASC/caspase-1 growth, X-gal OD620, 72 h | inhibition, % at 10 µM | 280,000 tested, 0.61% active | AID 2071, 2009; in the data active = inhibition mostly above about 24%, no sharp cut-off; inactive = mostly below about 32%; note: some compounds called inactive have numbers as strong as hits
# GalR3 antag: GalR3 antagonists in HEK293 cells, primary screen, cell-based, fluorescence readout; Galanin receptor type 3 (Homo sapiens), O60755; HEK293 GalR3-CNG cAMP membrane potential fluorescence; galR3 body fused to GalR1 C-terminus; inhibition, % at 3 µM; 360,000 tested, 0.44% active;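 active = inhibition above the screen-wide average plus 3 SD, cut at about 13% in these data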;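 note: forskolin and galanin both at EC90 stimulate the cells; cAMP rise reported by CNG channel membrane potential dye signal; 0% = forskolin plus galanin with DMSO and 100% = forskolin alone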
# PHOSPHO1 inh: PubChem AID 1565 | recombinant PHOSPHO1, absorbance phosphatase assay | inhibition, % at 13.3 µM | Phosphoethanolamine/phosphocholine phosphatase (Homo sapiens), Q8TCT1 | 290,000 tested, 1.1% active; in the data active = inhibition above about 60%
# OXTR ag: human OXTR agonists, primary screen, fluorescence, CHO-OTR cells, Fluo-8 calcium; Oxytocin receptor (Homo sapiens), P30559; Fluo-8 calcium fluorescence; normalized: DMSO 0%, oxytocin 100%; activation, % at 3 µM; 320,000 tested, 0.32% active; AID 2435, 2010;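 active = activation above the mean of all tested compounds plus 3 SD, cutoff set per screening run, cut at about 20% in these data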;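 note: peak over basal fluorescence ratio from a 100 s FLIPR kinetic read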
# MEKK3 PB1 HTS: modulators of MEKK3-MEK5 PB1 binding, primary screen, biochemical, wildtype MEKK3, multiplex bead flow cytometry, Alexa488-MEK5. bead-based flow cytometry, Alexa488-MEK5 binding to MEKK3; actives lie on both sides; 0 = blocked by unlabeled MEK5, 100 = vehicle. Mitogen-activated protein kinase kinase kinase 3 (Homo sapiens), Q99759. binding response (% of control), % at 10 µM. 290,000 tested, 1.4% active;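 active = binding response more than 3 SD above or below the average of its plate-row segment, actives on both sides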;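 note: Alexa488 bead fluorescence after subtracting the streptavidin-only scavenger bead signal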
# Target sequence (Q99759 whole entry, looked up): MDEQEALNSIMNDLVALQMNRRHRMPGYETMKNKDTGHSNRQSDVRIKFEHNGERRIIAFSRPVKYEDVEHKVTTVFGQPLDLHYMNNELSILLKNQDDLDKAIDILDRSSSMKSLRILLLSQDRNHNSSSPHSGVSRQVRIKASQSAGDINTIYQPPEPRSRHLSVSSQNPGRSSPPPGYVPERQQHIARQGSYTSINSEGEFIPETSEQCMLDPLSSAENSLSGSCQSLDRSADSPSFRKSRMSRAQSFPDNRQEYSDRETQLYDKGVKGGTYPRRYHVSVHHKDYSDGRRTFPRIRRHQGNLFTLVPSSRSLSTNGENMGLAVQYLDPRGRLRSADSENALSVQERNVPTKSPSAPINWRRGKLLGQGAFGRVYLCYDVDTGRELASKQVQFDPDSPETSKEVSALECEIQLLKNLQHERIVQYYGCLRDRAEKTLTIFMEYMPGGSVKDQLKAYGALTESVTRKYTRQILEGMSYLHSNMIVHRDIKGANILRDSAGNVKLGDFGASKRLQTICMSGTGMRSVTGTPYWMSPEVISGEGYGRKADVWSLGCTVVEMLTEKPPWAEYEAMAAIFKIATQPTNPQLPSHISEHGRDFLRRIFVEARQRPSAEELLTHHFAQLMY
# GPR7 antag: GPR7 receptor antagonists, primary screen, cell-based, fluorescence, single concentration; 290,000 tested, 1.1% active; GPR7-expressing cells, fluorescence antagonist assay; inhibition, % at 4.4 µM; in the data active = inhibition above about 16%, passing the limit was not always enough;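 note: cells stimulated with the agonist NPW; 0% = agonist with vehicle and 100% = vehicle without agonist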
# Target sequence (P48145 whole entry, looked up): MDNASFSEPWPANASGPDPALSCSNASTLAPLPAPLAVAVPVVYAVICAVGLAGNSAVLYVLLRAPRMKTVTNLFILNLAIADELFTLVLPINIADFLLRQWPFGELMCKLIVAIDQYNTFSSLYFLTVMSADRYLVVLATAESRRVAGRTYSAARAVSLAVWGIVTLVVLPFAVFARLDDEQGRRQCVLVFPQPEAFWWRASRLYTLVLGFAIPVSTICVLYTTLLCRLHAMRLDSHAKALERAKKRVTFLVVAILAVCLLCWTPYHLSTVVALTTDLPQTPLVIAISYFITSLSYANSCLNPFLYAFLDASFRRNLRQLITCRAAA
# The depositor's hits bear a star; / = not tested or not shown; [ ] = another dose, or the depositor's remark.
[1] O=C(N=Nc1c(O)n(C2OC(=O)c3ccccc32)c2ccccc12)c1ccc(O)cc1 (configuration not stated)
[2] CSc1ccccc1NC(=O)c1c(Br)cnn1C
[3] CCOC(=O)C1CCN(C(=O)C2CCN(S(=O)(=O)c3ccc4c(c3)CC(C)N4C(C)=O)CC2)CC1 (configuration not stated)
[4] CC(C)c1nnc(SCC(=O)NC2CCCCC2)n1C
[5] COc1ccc(OC)c2sc(NC(=O)C3CC3)nc12
[6] COc1ccc(NS(=O)(=O)c2cc(C(=O)Nc3ccccc3C(=O)O)ccc2C)cc1
Compound	1	2	3	4	5	6
V1R ag counter	0.8	-1.4	1.8	0.4	-1.4	-0.7
MEKK2 mut-MEK5	/	16	0	3	-2	4
MEKK2wt PB1 HTS	/	110	102	108	101	104
NALP1 yeast inh	0	14	12	9	-1	-3
GalR3 antag	-3	-4	3	-7	/	-6
PHOSPHO1 inh	6	-25	36	2	0	39
OXTR ag	-0.7	-2.5	-0.1	0.4	-0.5	-1.0
MEKK3 PB1 HTS	/	104	101	104	99	99
GPR7 antag	27	-11	14	-6	13	-15

[7] CCOc1ccc2c(c1)c(N=NC(N)=S)c(O)n2C
[8] Cc1ccc(C)c2[nH]c(=O)c(CN(CCCN(C)C)C(=O)NCc3ccccc3)cc12
[9] CC(C)c1nn(-c2cc(C(F)(F)F)ccn2)c(=O)o1
[10] O=C(CCC1CCCCC1)Nc1c[nH]c(=O)[nH]c1=O
[11] CC(=O)Nc1ccc(-c2nn[nH]n2)cc1
[12] COc1cccc(NC(=O)N2C3CCCC2CC(NC(=O)C(C)(C)C)C3)c1 (configuration not stated)
Compound	7	8	9	10	11	12
V1R ag counter	-1.9	1.4	0.4	0.7	1.5	0.2
MEKK2 mut-MEK5	-1	15	0	4	1	12
MEKK2wt PB1 HTS	98	106	92	108	108	112
NALP1 yeast inh	-14	-5	4	2	/	20
GalR3 antag	-7	-6	-4	1	-7	2
PHOSPHO1 inh	13	15	34	14	30	49
OXTR ag	-1.7	1.1	-1.4	-1.5	-0.1	0.6
MEKK3 PB1 HTS	101	107	98	104	104	102
GPR7 antag	-12	/	-9	-3	-8	-13

[13] COc1ccc(OCC(=O)Nc2cccc3cccnc23)cc1
[14] Cc1ccc2[nH]c3nc(SCC#N)nnc3c2c1
[15] N/C(=N\OC(=O)CC1CCCCC1)c1ccccc1
[16] CCOC(=O)c1cnc(-n2cc(C)cn2)nc1Nc1ccccc1OCC
[17] Cc1ccc(C2N(c3nccs3)C(=O)C3CCCN32)cc1 (configuration not stated)
[18] CCOc1ccc(OCC)c(NC(=O)CN2CCN(c3cccc(C)c3)C(C)C2)c1 (configuration not stated)
Compound	13	14	15	16	17	18
V1R ag counter	1.5	0.3	0.3	-0.2	2.4	0.5
MEKK2 mut-MEK5	-2	-5	-2	-3	3	/
MEKK2wt PB1 HTS	100	102	92	94	111	/
NALP1 yeast inh	0	17	38	4	21	5
GalR3 antag	-2	-7	-2	-3	0	0
PHOSPHO1 inh	12	/	1	45	11	16
OXTR ag	1.4	0.3	-2.0	-0.2	0.3	-1.4
MEKK3 PB1 HTS	102	103	90	97	109	/
GPR7 antag	-7	-1	1	-10	-15	-1

[19] CCOc1ccc(CNC(=O)CCCc2cn(C)c3ccccc23)cc1
[20] O=C(c1cccc(Cl)c1)N1CCN(c2ncccn2)CC1
[21] CCn1cc(C(=O)OCC(=O)Nc2c(C)cccc2C)c(=O)c2ccc(C)nc21
[22] O=C1CCC(C(=O)N(CCO)Cc2ccccc2)CN1CCCN1CCOCC1 (configuration not stated)
[23] O=C(Oc1c(Br)cc([N+](=O)[O-])cc1Br)c1cccnc1
[24] O=C1CCCN2N=C(SCC(=O)Nc3ccc(Br)cc3)SC2=N1
Compound	19	20	21	22	23	24
V1R ag counter	/	/	-0.6	0.4	9.9	8.8
MEKK2 mut-MEK5	6	5	/	0	-2	5
MEKK2wt PB1 HTS	105	100	/	97	97	103
NALP1 yeast inh	34	15	-15	25	40	5
GalR3 antag	-2	-9	-3	1	-5	-2
PHOSPHO1 inh	-15	42	16	27	1	-3
OXTR ag	/	/	-0.3	0.4	5.1	10
MEKK3 PB1 HTS	107	102	/	100	98	102
GPR7 antag	-10	5	0	-19	-6	4

# Some of these compounds in order of the MEKK3 PB1 HTS value, smallest number first.
no.	Structure	MEKK3 PB1 HTS
23	O=C(Oc1c(Br)cc([N+](=O)[O-])cc1Br)c1cccnc1	98
22	O=C1CCC(C(=O)N(CCO)Cc2ccccc2)CN1CCCN1CCOCC1 (configuration not stated)	100
24	O=C1CCCN2N=C(SCC(=O)Nc3ccc(Br)cc3)SC2=N1	102

# Other compounds:
[25] COc1ccccc1N1CCN(C2CCN(S(=O)(=O)c3ccc(NC(C)=O)cc3)CC2)CC1
[26] COc1cc(OC)nc(NC(=O)CN2CCN(c3ccc(F)cc3)CC2)n1
[27] COc1cc(C2CC(=O)c3cnc(NC(=O)c4ccco4)nc3C2)cc(OC)c1OC (configuration not stated)
[28] COC(=O)c1ccc(CSc2ncnc3c2oc2ccccc23)o1
[29] O=C(NCc1ccccc1)c1ccc(/C=N/O)nc1
[30] COC(=O)c1cccc(N(C(=O)c2cnccn2)C(C(=O)NC2CCCCC2)c2cn(C)nc2C)c1 (configuration not stated)
Compound	25	26	27	28	29	30
V1R ag counter	1.6	-0.1	0.7	-0.2	0.2	-0.2
MEKK2 mut-MEK5	12	-3	0	5	0	-28
MEKK2wt PB1 HTS	106	99	99	105	94	58
NALP1 yeast inh	-2	8	-17	7	3	27
GalR3 antag	-3	/	-10	-4	-3	-4
PHOSPHO1 inh	58	-1	19	18	4	37
OXTR ag	0.1	0.8	1.0	0.3	0.7	-1.2
MEKK3 PB1 HTS	102	97	100	102	96	46*[inhibitor]
GPR7 antag	-10	-7	-3	9	1	-6

[31] CC1CC2(CCCCC2)N2C(=O)C(=O)c3cccc1c32 (configuration not stated)
[32] COc1ccc(C(=O)COc2ncnc3cc(Cl)ccc23)cc1
[33] O=C(NCc1ccco1)c1ccc2c(c1)N(Cc1ccccc1)CCS2
[34] COc1ccccc1N(C)S(=O)(=O)c1ccc(C(=O)OCC(=O)N(C)c2ccccc2)cc1
[35] O=C(CSc1ccc(-c2ccccn2)nn1)NCc1ccc(F)cc1
[36] Cc1ccc(-c2nc3c(c(=O)c4ccccc4n3C)c(=O)n2Cc2ccco2)cc1
Compound	31	32	33	34	35	36
V1R ag counter	-1.5	-0.1	-0.9	0.9	-1.6	-1.6
MEKK2 mut-MEK5	6	-21	-19	-5	5	-12
MEKK2wt PB1 HTS	98	95	78	97	102	76
NALP1 yeast inh	-4	/	16	10	0	20
GalR3 antag	-9	-2	-1	0	3	-1
PHOSPHO1 inh	-23	32	20	24	-78	27
OXTR ag	-1.8	0.1	-2.3	-1.2	-1.6	-2.4
MEKK3 PB1 HTS	101	91	69	106	102	88
GPR7 antag	4	-7	-8	-3	-18	0

[37] COc1ccc(-c2nsc3c(SCc4ccccc4)ncnc23)cc1
[38] CCC(NC(=O)c1cc(COc2cncc(Cl)c2)on1)c1ccc(C)cc1 (configuration not stated)
[39] CN(C)S(=O)(=O)c1cccc(NC(=O)COC(=O)/C=C/c2ccc([N+](=O)[O-])cc2)c1
[40] OC(COCc1cccs1)CN1CCN(c2cccc(C(F)(F)F)c2)CC1 (configuration not stated)
[41] COc1cccc(C(=O)N/N=C2/SCC(=O)N2CCc2ccc(OC)c(OC)c2)c1
[42] Cc1cccc(C)c1OCC(=O)NNC(=O)Nc1ccc(Cl)cc1
Compound	37	38	39	40	41	42
V1R ag counter	1.8	8.0	4.2	3.8	-0.2	0.1
MEKK2 mut-MEK5	0	8	-3	2	0	3
MEKK2wt PB1 HTS	107	111	94	116	102	104
NALP1 yeast inh	17	14	-1	33	33	3
GalR3 antag	-3	-5	-2	-6	-4	3
PHOSPHO1 inh	-9	48	32	4	2	9
OXTR ag	2.0	7.9	5.9	1.0	-1.3	0.3
MEKK3 PB1 HTS	144*	105	90	105	100	101
GPR7 antag	-11	-4	1	-1	-5	-1

# Next section; the last three above are carried over.
[40] OC(COCc1cccs1)CN1CCN(c2cccc(C(F)(F)F)c2)CC1 (configuration not stated)
[41] COc1cccc(C(=O)N/N=C2/SCC(=O)N2CCc2ccc(OC)c(OC)c2)c1
[42] Cc1cccc(C)c1OCC(=O)NNC(=O)Nc1ccc(Cl)cc1
[43] CC(=O)CCc1c(C)[nH]c2ccc(NC(C)=O)cc2c1=O
[44] Cc1ccc(S(=O)(=O)N2CCCOC2CNC(=O)C(=O)NCCC2=CCCCC2)cc1 (configuration not stated)
[45] CN(C)c1ccc(/C=C(\NC(=O)c2ccccc2)C(=O)NCc2ccncc2)cc1
[46] CSc1n[nH]c(NC2=CC(=O)CCC2)n1
[47] Cc1cccc(NC2(C(F)(F)F)N=C(c3ccccc3)NC2=O)n1 (configuration not stated)
[48] O=C(Nc1ccc(N2CCOCC2)cc1)c1ccccc1SCC(=O)N1CCCC1
Compound	40	41	42	43	44	45	46	47	48
V1R ag counter	3.8	-0.2	0.1	0.7	3.9	1.2	1.4	3.3	-0.4
MEKK2 mut-MEK5	2	0	3	-2	3	8	-8	2	-11
MEKK2wt PB1 HTS	116	102	104	103	102	108	97	96	83
NALP1 yeast inh	33	33	3	12	31	11	1	15	2
GalR3 antag	-6	-4	3	-5	-1	-6	1	/	-4
PHOSPHO1 inh	4	2	9	6	7	32	4	30	36
OXTR ag	1.0	-1.3	0.3	0.1	0.8	1.7	0.8	4.3	-0.4
MEKK3 PB1 HTS	105	100	101	103	119	102	98	100	93
GPR7 antag	-1	-5	-1	-11	-4	1	9	-4	-4

[49] Cc1ccc(C)c(OCC(O)CNC2CCCC2)c1 (configuration not stated)
[50] OCCC1CN(Cc2cc(F)ccc2-n2cccn2)CCN1C1CCCC1 (configuration not stated)
[51] CCOc1ccc(NC2CCCCC2NS(=O)(=O)c2ccccc2)cc1 (configuration not stated)
[52] O=C(NC(C(=O)N/N=C/c1cc([N+](=O)[O-])ccc1O)c1n[nH]c(=O)c2ccccc12)c1ccccc1 (configuration not stated)
[53] CCCNC(=O)COC(=O)/C=C/c1ccc2c(c1)OCO2
[54] COc1ccccc1Oc1ccc2c(c1)C(=O)N(c1ccccc1)C2=O
[55] O=C(CCc1nc2ccccc2c(=O)[nH]1)NCc1ccco1
[56] CCN1C(=O)c2cccc3c(S(=O)(=O)NC(Cc4c[nH]c5ccccc45)C(=O)O)ccc1c23 (configuration not stated)
[57] COc1ccc(N2CCN(Cc3cc4c(cc3O)CCC4)CC2)cc1
Compound	49	50	51	52	53	54	55	56	57
V1R ag counter	2.1	-0.9	-0.9	0.3	0.7	1.9	-0.3	0.6	-0.3
MEKK2 mut-MEK5	4	-1	-6	-10	-2	3	4	-6	-3
MEKK2wt PB1 HTS	103	101	98	90	95	108	108	98	107
NALP1 yeast inh	-26	/	4	3	-36	23	6	-4	14
GalR3 antag	-13	-2	2	-7	0	-1	-2	0	-3
PHOSPHO1 inh	/	22	40	22	1	-12	8	13	6
OXTR ag	2.6	0.3	-1.1	0.2	0.4	0.8	-0.3	-0.2	-1.5
MEKK3 PB1 HTS	97	101	99	99	97	105	108	98	96
GPR7 antag	0	-1	-4	-5	9	2	-16	2	0
